# Source: PubChem BioAssay
# V1R ag counter: V1a receptor agonism, counter-screen for OXTR agonists; P37288; CHO-V1R cells, Fluo-8 calcium fluorescence, agonist mode; 0% DMSO, 100% 3 nM vasopressin; 320,000 compounds, 0.25% hits; AID 2797; activation, % at 3 µM;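 active = activation above the mean activation of all tested compounds plus 3 SD, per screening run, cut at about 20% in these data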;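 also: signal is peak over basal fluorescence ratio across a 100 second FLIPR read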
# Target sequence (P37288 whole entry, looked up): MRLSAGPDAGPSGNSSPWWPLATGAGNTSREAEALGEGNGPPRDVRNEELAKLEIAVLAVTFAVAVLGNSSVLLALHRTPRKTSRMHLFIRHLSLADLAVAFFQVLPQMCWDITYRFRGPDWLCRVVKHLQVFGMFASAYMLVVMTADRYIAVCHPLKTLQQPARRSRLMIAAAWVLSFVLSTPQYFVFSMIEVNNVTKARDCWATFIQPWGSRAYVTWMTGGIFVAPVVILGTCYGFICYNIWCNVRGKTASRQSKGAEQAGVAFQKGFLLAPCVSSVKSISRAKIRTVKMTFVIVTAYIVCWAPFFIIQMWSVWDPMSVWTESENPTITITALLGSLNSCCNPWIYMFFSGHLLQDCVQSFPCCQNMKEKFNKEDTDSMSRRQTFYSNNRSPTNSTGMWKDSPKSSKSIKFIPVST
# OXTR ag: activates the human oxytocin receptor; CHO-OTR cells, Fluo-8 calcium fluorescence; normalized: DMSO 0%, oxytocin 100%; activation, % at 3 µM; 320,000 compounds, 0.32% hits; AID 2435;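 active = activation above the mean of all tested compounds plus 3 SD, cutoff set per screening run, cut at about 20% in these data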;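 also: peak over basal fluorescence ratio from a 100 s FLIPR kinetic read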
# Target sequence (P30559 whole entry, looked up): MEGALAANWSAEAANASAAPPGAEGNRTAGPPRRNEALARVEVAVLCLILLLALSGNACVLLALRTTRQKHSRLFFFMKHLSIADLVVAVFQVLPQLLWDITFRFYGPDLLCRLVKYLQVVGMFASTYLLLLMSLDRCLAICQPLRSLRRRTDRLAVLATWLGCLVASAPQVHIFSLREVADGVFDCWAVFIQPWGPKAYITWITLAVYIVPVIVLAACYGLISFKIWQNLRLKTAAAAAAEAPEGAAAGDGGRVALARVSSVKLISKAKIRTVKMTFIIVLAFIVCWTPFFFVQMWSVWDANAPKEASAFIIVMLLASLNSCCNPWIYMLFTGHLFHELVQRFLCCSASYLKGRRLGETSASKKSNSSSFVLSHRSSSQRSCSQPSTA
# MEKK2 WT-MEK5: raises or lowers MEK5 binding to wildtype human MEKK2 PB1 domain; bead flow cytometry, Alexa488-MEK5 binding to MEKK2 WT; actives lie on both sides; binding response (% of control), % at 10 µM; 290,000 compounds, 1.1% hits; Q9Y2U5; in the data active = binding response below about 67% or above about 130%
# OXTR potentiate: potentiates the human oxytocin receptor response; activation, % at 3 µM; CHO-OTR cells, Fluo-8 calcium fluorescence, potentiator mode; 0% = oxytocin EC15, 100% = EC100; AID 2445; 320,000 compounds, 0.061% hits;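 active = activation above that plate's cutoff, the mean activation of tested compounds plus 3 SD, cut at about 6.6% in these data, passing the limit was not always enough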;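 also: 100% uses oxytocin at 75 nM as the full agonist control; some results filed as inactive read as strong as hits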
#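 Material: CHO-OTR cells, human receptor; compound dosing: single dose, 3.0 µM nominal final compound concentration; schedule: 6 min compound pre-incubation at room temperature, 100 s kinetic read; measured by: kinetic Fluo-8 calcium fluorescence; read-out basis: % activation vs EC15 and EC100 oxytocin; controls: EC15 oxytocin alone as 0%, 75 nM oxytocin as 100%; replicates: singlicate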
# GalR3 antag: antagonists of human GalR3; O60755; HEK293 GalR3-CNG cAMP membrane potential fluorescence; galR3 body fused to GalR1 C-terminus; inhibition, % at 3 µM; 360,000 compounds, 0.44% hits; AID 651719;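 active = inhibition above the screen-wide average plus 3 SD, cut at about 13% in these data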;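 also: forskolin and galanin both at EC90 stimulate the cells; cAMP rise reported by CNG channel membrane potential dye signal; 0% = forskolin plus galanin with DMSO and 100% = forskolin alone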
# Target sequence (O60755 1-299 limits assumed): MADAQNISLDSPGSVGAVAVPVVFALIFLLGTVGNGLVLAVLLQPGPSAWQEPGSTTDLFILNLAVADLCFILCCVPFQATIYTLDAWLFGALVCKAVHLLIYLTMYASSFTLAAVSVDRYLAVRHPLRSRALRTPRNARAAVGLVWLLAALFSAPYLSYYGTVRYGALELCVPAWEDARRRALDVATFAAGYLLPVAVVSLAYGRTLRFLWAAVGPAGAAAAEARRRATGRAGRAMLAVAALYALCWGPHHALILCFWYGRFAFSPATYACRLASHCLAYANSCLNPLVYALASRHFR
# PfM18AAP inh: PfM18AAP enzyme inhibition. recombinant PfM18AAP, H-Glu-NHMec fluorogenic cleavage. inhibition, % at 7.35 µM. 290,000 compounds, 1.2% hits. AID 1822;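 active = inhibition above the campaign mean inhibition over all tested compounds plus 3 SD, cut at about 28% in these data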;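 also: 0% = plate median of test compound wells and 100% = 2 mM ZnCl2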
# GPR7 antagonist: human neuropeptides B/W receptor 1 antagonism; AID 1861; 290,000 compounds, 1.1% hits; inhibition, % at 4.4 µM; P48145; GPR7-expressing cells, fluorescence antagonist assay; in the data active = inhibition above about 16%, passing the limit was not always enough;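 also: cells stimulated with the agonist NPW; 0% = agonist with vehicle and 100% = vehicle without agonist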
# NALP1 yeast inh: blocks the NALP1 inflammasome reconstituted in yeast. S. cerevisiae NALP1/ASC/caspase-1 growth, X-gal OD620, 72 h. inhibition, % at 10 µM. 280,000 compounds, 0.61% hits. AID 2071; in the data active = inhibition mostly above about 24%, no sharp cut-off; inactive = mostly below about 32%; also: some compounds called inactive have numbers as strong as hits
# MEKK2 mut-MEK5: signal of MEK5 binding to mutant human MEKK2 PB1 domain. bead flow cytometry, Alexa488-MEK5 binding to MEKK2 mutant. percent response, % at 10 µM. 290,000 compounds, 0.35% hits; in the data active = percent response above about 24%, passing the limit was not always enough; also: inactives centre near 1; some results filed as inactive read as strong as hits
# * hit, by the source's call; x = not tested or not shown; & = joins results of further samples.
# Each structure is followed by: V1R ag counter	OXTR ag	MEKK2 WT-MEK5	OXTR potentiate	GalR3 antag	PfM18AAP inh	GPR7 antagonist	NALP1 yeast inh	MEKK2 mut-MEK5
> CC(C)CN(C(=O)c1cccc(S(=O)(=O)N2CCCCC2)c1)C1CCS(=O)(=O)C1 (stereo not drawn)
 : 0.2	1.2	92	2	0	-12	3	22	-13
> CCOC(=O)C1CCN(c2ccc([N+](=O)[O-])c(C(C)=O)c2)CC1
 : 5.6	5.7	87	-5	-4	-2	-14	-3	-7
> CCn1nnnc1SCC(=O)Nc1ccc2c(c1)OCCO2
 : -0.2	-0.7	104	3	4	-3	-11	-17	3
> CN=C1SC(CC(=O)Nc2ccc(F)cc2F)C(=O)N1/N=C/c1ccc(OC(F)F)c(OC)c1 (stereo not drawn)
 : 2.0	-0.1	101	-2	0	4	-10	7	1
> CC(c1nnc(SCC(=O)c2c(N)n(C3CC3)c(=O)[nH]c2=O)n1-c1ccc(F)cc1)N(C)C (stereo not drawn)
 : 0.1	1.2	x	0	-2	x	x	x	x
> Cc1cc(C)nc(-n2nc(C)c(Br)c2Nc2ccc(Br)cc2)n1
 : -1.9	-1.8	95	-4	-7	3	2	8	1
> Cn1cc(C(=O)NCc2ccc(Cl)cc2)c(=O)c2cc(S(=O)(=O)N3CCOCC3)ccc21
 : -0.7	-1.2	100	-12	-7	-11	-1	7	6
> CC(C)(C)[C@@H]1COC(=O)[C@H](Cc2ccc(F)cc2)CC/C=C\C[C@@H](CC(=O)N(CCO)Cc2ccccc2)C(=O)N1
 : 1.0	0.0	x	-8	-2	x	x	x	x
> O=c1oc2ccccc2c(NCc2ccc(Cl)cc2)c1[N+](=O)[O-]
 : 9.1	11	92	-13	-7	3	-20	x	-2
> CCc1nnc(NC(=O)CSc2sc3c(O)cc(=O)[nH]c3c2C#N)s1
 : 0.4	0.2	102	-3	-8	16	-1	-1	8
> COc1ccc2nc(CNC(=O)C3CCC(=O)N(CCc4ccccc4)C3)[nH]c2c1 (stereo not drawn)
 : -0.7	-0.9	105	4	8	-6	-12	-5	4
> CCn1c(SCC(=O)NC(C)(C)C)nnc1-c1ccccn1
 : 0.7	1.4	101	-2	-3	-5	-3	-19	-1
> O=C(NCc1ccco1)C(c1cccs1)N(C(=O)C1COc2ccccc2O1)c1cccc(O)c1 (stereo not drawn)
 : -0.9	-1.5	101	-6	-1	0	9	33	-1
> Cc1nn(-c2ccccc2)c(Cl)c1/C=N/Nc1nnc(C)c(=O)[nH]1
 : -0.8	-1.9	84	-7	1	0	9	1	-13
> COc1ccc(C(CNC(=O)COc2ccccc2C)N2CCOCC2)cc1 (stereo not drawn)
 : -0.7	-1.3	x	-4	-3	x	x	x	x
> CC1CC(NS(=O)(=O)c2cccs2)CC(C)(C)C1 (stereo not drawn)
 : -1.2	-1.5	111	-4	0	1	-13	-16	6
> COCCN(CCOC)C(=O)c1cc2sc3ccccc3c2s1
 : 0.2	-0.8	100	-13	-1	6	-8	12	2
> C=C(C)C1CC=C(CN2CCC(C(=O)OCC)CC2)CC1 (stereo not drawn)
 : 0.6	0.7	101	-6	6	-2	-2	1	3
> C(=N\N1CCN(C(c2ccccc2)c2ccccc2)CC1)/c1ccc2c(c1)OCO2
 : 0.3	-0.7	94	-11	-8	1	1	-12	-8
> O=C(Nc1ccc(N2CCOCC2)cc1)c1ccc(Cl)c(S(=O)(=O)N2CCCCC2)c1
 : 8.7	14	x	-11	-3	x	x	x	x
> COc1cccc2[nH]c3ccccc3c(=O)c12
 : 1.1	0.3	105	-10	x	5	1	6	2
> CC[n+]1c(C)sc2c3ccsc3ccc21
 : 0.6	-0.5	85	-4	-6	55*	13	-11	-2
> CCOc1ccccc1C(=O)Nc1ccccc1O
 : -0.7	-0.2	74	-6	0	-2	-16	10	-7
> O=C(NC1CC1)c1ccc(F)cc1Cl
 : 0.1	0.4	108	0	-1	0	-11	21	10
> CCCCCO
 : 0.8	1.0	x	-4	-2	x	x	x	x
> Cc1ccsc1CNCC(O)c1ccccc1 (stereo not drawn)
 : 1.9	0.5	102	3	-8	-13	-2	-5	8
> CCC(NC(=O)c1ccc(C#CC2(O)CCCCC2)cc1)C(=O)O (stereo not drawn)
 : 1.5	0.9	100	0	0	1	0	12	2
> Cn1c(=O)c2c(nc(Br)n2CCSc2nnnn2-c2ccccc2)n(C)c1=O
 : 14	0.9	90	-2	-4	2	6	44	-10
> Cc1ccc2nc(C)c3c(c2c1)OC(C(C)(Cl)Br)C3 (stereo not drawn)
 : -0.6	-1.4	99	-8	-10	-1	15	x	-8
> CCOC(=O)C1CCN(S(=O)(=O)Cc2ccc(Cl)cc2)CC1
 : 5.2	5.3	92	-6	-4	3	-22	-21	-6
> CC(C)CCNC(=O)C(=O)NCCC1=CCCCC1
 : 0.0	-1.4	109	-2	-1	-2	-7	21	2
> COc1ccc2[nH]c3c(c2c1)CCN1C(=O)N([C@@H](C)C(=O)NCCc2ccc(OC)c(OC)c2)C(=O)[C@]31C
 : -0.5	-0.7	102	2	26*	-2	1	15	3
> CCc1ccc(/C(C)=N/NC(=O)CNC(=O)/C=C/c2ccccc2OC)cc1
 : 0.7	-0.7	102	-5	-9	2	-18	15	-3
> Cc1cccc(C(=O)NC(=S)N(C)C2CCCCC2)c1
 : -0.3	-1.4	101	-9	0	7	-6	11	7
> COc1ccc(S(=O)(=O)N2CCC(C(=O)N3CCN(c4ccccc4OC)CC3)CC2)cc1
 : 0.2	1.2	109	-8	-2	-4	-21	-5	11
> CC(C)OC(=O)CSc1nc(C(C)C)nc2ccccc12
 : -1.3	-2.0	107	-1	0	0	-8	6	9
> CCCCOc1ccc(/C=C/C(=O)Nc2ccc([N+](=O)[O-])cc2C)cc1
 : 0.3	-0.8	96	-5	-1	-2	12	6	-4
> Cc1cccc(-c2nsc(SCC(=O)Nc3nccs3)n2)c1
 : -0.2	2.0	98	-10	-9	-6	10	6	0
> O=C(CSc1ccc(F)cc1)N1CCC(c2nc3ccccc3s2)CC1
 : 8.8	13	x	-17	-5	3	5	16	x
> COc1ccc(NC(=S)N2CCC(c3ccccc3)C2)cc1 (stereo not drawn)
 : 0.3	-0.5	106	-18	-12	-6	2	-19	8

# Sorted by molecular weight (descending): part of the list above.
# Each structure is followed by: V1R ag counter	OXTR ag	MEKK2 WT-MEK5	OXTR potentiate	GalR3 antag	PfM18AAP inh	GPR7 antagonist	NALP1 yeast inh	MEKK2 mut-MEK5
> Cn1c(=O)c2c(nc(Br)n2CCSc2nnnn2-c2ccccc2)n(C)c1=O
 : 14	0.9	90	-2	-4	2	6	44	-10
> COc1ccc(NC(=S)N2CCC(c3ccccc3)C2)cc1 (stereo not drawn)
 : 0.3	-0.5	106	-18	-12	-6	2	-19	8
> Cc1cccc(C(=O)NC(=S)N(C)C2CCCCC2)c1
 : -0.3	-1.4	101	-9	0	7	-6	11	7

# Next structures
# Each structure is followed by: V1R ag counter	OXTR ag	MEKK2 WT-MEK5	OXTR potentiate	GalR3 antag	PfM18AAP inh	GPR7 antagonist	NALP1 yeast inh	MEKK2 mut-MEK5
> Cc1sc(NC(=S)NC(=O)c2ccccc2)c(C#N)c1C
 : 0.7	1.4	92	-17	-2	14	-15	x	-4
> Cc1ccc(C(=O)Nc2c(N)nc(SCC(=O)NCC3CCCO3)[nH]c2=O)cc1 (stereo not drawn)
 : -0.1	0.3	103	-6	3	-1	-14	4	1
> S=c1[nH]nc([C@@H]2C[C@H]2c2ccccc2)n1-c1ccccc1Cl
 : 0.2	-0.5	105	5	-4	7	-8	-25	0
> O=[N+]([O-])c1ccc(Cl)cc1N1CCCCC1
 : 0.1	-0.8	100	8	-2	-3	-6	7	0
> CCc1ccccc1NC(=S)N1CCNC(=O)C1CC(=O)OC (stereo not drawn)
 : 0.5	-0.1	97	-3	-2	4	-8	15	0
> O=c1c(Cl)c2oc3ccccc3nc-2c2ccccc12
 : 7.2	11	63	-11	x	2	10	-14	-51
> CN1/C(=C\C(=O)c2ccco2)C(C)(C)c2ccccc21
 : 0.5	-2.4	103	-4	-6	6	24	6	-2
> CCCCc1ccc(/C=C(\C#N)C(N)=S)s1
 : x	x	5.0*	x	-6	19	1	0	5
> COCCNS(=O)(=O)c1cc(C(=O)O)ccc1OC
 : -0.5	1.1	95	-2	-1	-2	12	23	0
> CCCCN1CNC(=S)N(Cc2ccccc2)C1
 : 0.0	-0.7	105	-1	-4	-6	-5	24	0
> COc1ccc(O[C@H]2C=C[C@@H](c3ccccc3)O[C@@H]2COC(=O)CC/C(C)=N/O[C@H](C)c2cn([C@@H]3COC[C@H]3O)nn2)cc1
 : 4.2	1.6	98	-6	x	-2	-1	1	-3
> Cn1cc(SCC(=O)NCc2ccc3c(c2)OCO3)c2ccccc21
 : -0.6	-1.4	104	-3	x	7	-3	28	4
> Cc1onc(-c2ccccc2)c1C(=O)Nc1cccc2nsnc12
 : -1.3	-2.5	102	0	-7	7	-2	5	-2
> O=C(COc1ccc(Cl)cc1)Nc1nnc(C2=COCCO2)o1
 : 1.1	0.0	94	2	-6	4	-16	6	-9
> NS(=O)(=O)c1cccc(NC(=O)Nc2ccc(Cl)cc2)c1
 : 10	7.0	100	-7	-5	-5	-7	-2	10
> CN1/C(=C\C(=O)C[n+]2ccc(C(=O)c3ccccc3)cc2)C(C)(C)c2ccccc21
 : 0.2	-1.2	100	-3	-10	3	6	32	-7
> CCC1=C(OC(=O)N(CC)CC)N2C(=O)OC(=NCC3CC3)[C@]2(Cc2ccccc2)[C@H]2C1=CC[C@H]1C(=O)NC(=O)[C@H]12
 : -0.2	0.7	89	1	-10	x	x	x	7
> Cc1ccc[n+](-c2nc3ccccc3nc2C(=C=[N-])C#N)c1
 : 0.9&0.6	1.0&0.2	85&97	-5&-15	0&0	12&3	-9&-4	16	-21&-2
> C=CCSc1nc(C)cc(/C=C\c2ccccc2)c1C#N
 : 0.1	-0.4	103	-16	-4	0	-11	9	0
> CCCC(=O)OCC(=O)Nc1cc([N+](=O)[O-])ccc1OC
 : 0.5	-0.7	96	4	-6	-6	-10	4	0
> Cc1ccc(N(CC(=O)N2CCN(c3ccc(F)cc3)CC2)S(=O)(=O)c2c(C)nn(C)c2C)cc1
 : 0.4	1.1	111	-7	x	3	-10	10	4

# Quoted at random: 3 entries already listed.
# Each structure is followed by: V1R ag counter	OXTR ag	MEKK2 WT-MEK5	OXTR potentiate	GalR3 antag	PfM18AAP inh	GPR7 antagonist	NALP1 yeast inh	MEKK2 mut-MEK5
> Cc1ccc(N(CC(=O)N2CCN(c3ccc(F)cc3)CC2)S(=O)(=O)c2c(C)nn(C)c2C)cc1
 : 0.4	1.1	111	-7	x	3	-10	10	4
> Cc1onc(-c2ccccc2)c1C(=O)Nc1cccc2nsnc12
 : -1.3	-2.5	102	0	-7	7	-2	5	-2
> Cc1ccc[n+](-c2nc3ccccc3nc2C(=C=[N-])C#N)c1
 : 0.9&0.6	1.0&0.2	85&97	-5&-15	0&0	12&3	-9&-4	16	-21&-2

# Limited to MEKK2 WT-MEK5 (3 entries from above):
Structure,MEKK2 WT-MEK5
CCC1=C(OC(=O)N(CC)CC)N2C(=O)OC(=NCC3CC3)[C@]2(Cc2ccccc2)[C@H]2C1=CC[C@H]1C(=O)NC(=O)[C@H]12,89
Cc1ccc[n+](-c2nc3ccccc3nc2C(=C=[N-])C#N)c1,85&97
C=CCSc1nc(C)cc(/C=C\c2ccccc2)c1C#N,103
